Screens from PubChem BioAssay.
PGK inhibitor – qHTS Assay to Find Inhibitors of Phosphoglycerate Kinase | Phosphoglycerate kinase, glycosomal (Trypanosoma brucei brucei), P07378 | PGK/GAPDH coupled, Kinase-Glo luminescence, 60 min | Potency, µM (top dose mostly 57.5 µM), inactives show at the top dose activity change, negative = inhibition, actives largely listed as inhibitors | hit rate 0.043% among 380,000 | AID 602233, 2012; note: potency is the fitted concentration of half-maximal effect; % is set by controls: 0 for no effect and ±100 for the full control effect; nearly all actives have a fitted effect of over 60% in size
Target sequence (P07378 whole entry, looked up): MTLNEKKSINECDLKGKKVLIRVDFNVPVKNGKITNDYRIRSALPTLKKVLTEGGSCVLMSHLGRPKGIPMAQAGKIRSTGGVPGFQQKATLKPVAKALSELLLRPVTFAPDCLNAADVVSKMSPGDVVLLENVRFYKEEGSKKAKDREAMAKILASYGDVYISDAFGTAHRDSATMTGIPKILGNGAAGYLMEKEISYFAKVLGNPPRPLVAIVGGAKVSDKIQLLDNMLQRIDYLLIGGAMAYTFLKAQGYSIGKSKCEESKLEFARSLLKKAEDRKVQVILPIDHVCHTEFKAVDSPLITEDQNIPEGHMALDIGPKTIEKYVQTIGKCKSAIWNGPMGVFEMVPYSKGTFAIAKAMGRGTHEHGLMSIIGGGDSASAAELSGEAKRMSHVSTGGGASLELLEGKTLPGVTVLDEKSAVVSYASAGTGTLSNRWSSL
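Recombinant glycosomal PGK reaction used 1,3-bisphosphoglycerate generated in-well by GAPDH (100nM final) in 100mM TEA pH 7.6, 5mM MgCl2, 0.01% Tween-20. After 60 minutes at room temperature, ATP was read by Kinase-Glo Plus luminescence end-point.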
GLS inh – qHTS for Inhibitors of Glutaminase (GLS) | Glutaminase kidney isoform, mitochondrial (Homo sapiens), O94925 | GLS enzymatic activity, qHTS titration | Potency, µM (series often up to 45.5 µM), without a hit: top-dose activity change, negative = inhibition, actives largely listed as inhibitors | hit rate 0.21% among 410,000; note: potency is the fitted concentration of half-maximal effect; % is set by controls: 0 for no effect and ±100 for the full control effect
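hKGA in 45 mM KH2PO4 pH 8.2, 0.02% Tween-20 with pin-transferred compounds; 1 mM L-glutamine (stock) plus glutamate oxidase/HRP/Amplex Red coupling added. Fluorescence read initially and after 30 min at RT.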
USP1-UAF1 inh – Inhibitors of USP1/UAF1: Primary Screen; Ubiquitin carboxyl-terminal hydrolase 1 (Homo sapiens), O94782; recombinant USP1/UAF1, Ub-Rhodamine cleavage fluorescence; Potency, µM (titrated, usually from 57.1 µM), inactives show at the highest dose activity change, negative = inhibition, usual class: inhibitors; hit rate 0.23% among 390,000; AID 743255, 2014; note: potency is the fitted concentration of half-maximal effect; % is set by controls: 0 for no effect and ±100 for the full control effect; nearly all actives have a fitted effect of over 60% in size; inactives centre near -12
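USP1/UAF1 complex at 1 nM was preincubated with compound for 15 min at room temperature, then Ub-Rho substrate (150nM final) was added. Fluorescence (480/540 nm) was read kinetically, 6 reads every 60 seconds.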
TrxR1 substrate – qHTS Assay for Substrates of Mammalian Selenoprotein Thioredoxin Reductase 1 (TrxR1): qHTS. hit rate 0.01% among 390,000. Thioredoxin reductase 1, cytoplasmic (Rattus norvegicus), O89049. purified TrxR1 substrate turnover, NADPH consumption readout. Potency, µM (top dose mostly 114 µM), for inactives: top-dose activity change, negative = substrate turnover. AID 588456, 2011; note: potency is the fitted concentration of half-maximal effect; % is set by controls: 0 for no effect and ±100 for the full control effect; nearly all actives have a fitted effect of over 50% in size
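Rat TrxR1, dispensed at 90 nM, was prereduced with 400 uM NADPH (final) for 5 min at ~22 deg C, then incubated with compound 15 min before 400 uM selenite. A first-read NADPH fluorescence drop versus no-compound background flagged substrates.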
HP1b chromo inh – HTS for Inhibitors of HP1-beta Chromodomain Interactions with Methylated Histone Tails; Chromobox protein homolog 1 (Homo sapiens), P83916; AlphaScreen HP1-beta / biotin-H3K9me3 peptide binding; Potency, µM (series often up to 114 µM), for the others: top-dose activity change, negative = inhibition, most hits filed as inhibitors; hit rate 0.56% among 390,000; AID 540317, 2011; note: potency is the fitted concentration of half-maximal effect; nearly all actives have a fitted effect of over 70% in size; inactives centre near 23
Target sequence (P83916 whole entry, looked up): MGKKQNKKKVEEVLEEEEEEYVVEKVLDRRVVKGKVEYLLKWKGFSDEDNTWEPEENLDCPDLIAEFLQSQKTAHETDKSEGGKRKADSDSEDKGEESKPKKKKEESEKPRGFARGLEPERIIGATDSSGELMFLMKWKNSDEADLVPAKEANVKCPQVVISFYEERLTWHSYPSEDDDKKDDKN
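Compound inhibition of the preformed complex between 50 nM HP1-beta and 50 nM biotinylated H3K9me3 peptide was read by AlphaScreen. Buffer was PBS pH 7.4 with 0.01% Tween-20. Incubations ran 30 min at room temperature, with 10 ug/mL donor/acceptor beads.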
PI4K2A inh – qHTS for small molecular inhibitors of PI4K2A. Phosphatidylinositol 4-kinase type 2-alpha (Homo sapiens), Q9BTU6. purified PI4K2A, ADP-Glo luminescence, 1 h; hits give low values. activity change, negative = inhibition, % at 76.9 µM. hit rate 0.13% among 420,000. AID 1346378, 2018; in the data active = activity change below about -50%; inconclusive = mostly about -30% to -49%;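 note: -100% = wells without enzyme as full effect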
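In this quantitative HTS, ADP production by PI4K2A was quantified luminescently after 1 h at ambient temperature; 100 microM adenosine served as plate-quality control.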
mIDH1 inhibitor – qHTS for Inhibitors of mutant isocitrate dehydrogenase 1 (IDH1): qHTS | Isocitrate dehydrogenase [NADP] cytoplasmic (Homo sapiens), O75874 | IDH1-R132H enzyme, NADPH consumption, diaphorase/resazurin fluorescence | Potency, µM (series often up to 76.6 µM), inactives show at the top dose activity change, negative = inhibition, hits mostly inhibitors | hit rate 0.093% among 390,000 | AID 602179, 2012; note: potency is the fitted concentration of half-maximal effect; % is set by controls: 0 for no effect and ±100 for the full control effect; nearly all actives have a fitted effect of over 65% in size
Target sequence (O75874 whole entry R132H, stated change not applied): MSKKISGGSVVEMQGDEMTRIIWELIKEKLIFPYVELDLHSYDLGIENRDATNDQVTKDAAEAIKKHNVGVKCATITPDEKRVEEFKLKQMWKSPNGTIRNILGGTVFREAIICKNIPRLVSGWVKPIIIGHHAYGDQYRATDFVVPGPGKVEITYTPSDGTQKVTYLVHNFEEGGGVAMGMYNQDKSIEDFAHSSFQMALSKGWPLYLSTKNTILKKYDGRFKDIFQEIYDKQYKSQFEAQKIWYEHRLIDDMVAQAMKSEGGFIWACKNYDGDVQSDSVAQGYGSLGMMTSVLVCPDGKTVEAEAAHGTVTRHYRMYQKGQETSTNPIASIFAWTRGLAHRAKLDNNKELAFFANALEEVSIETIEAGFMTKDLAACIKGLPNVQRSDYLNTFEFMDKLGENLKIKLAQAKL
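IDH1-R132H (0.5 ug/mL dispensed) in pH 7.5 Tris buffer was preincubated 30 min with compound, then given a substrate mix of 0.016 mM NADPH and 2 mM alpha-KG for 80 min at room temperature; remaining NADPH was read by diaphorase/resazurin fluorescence.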
rTrxR1 inhibitor – qHTS Assay for Inhibitors of Mammalian Selenoprotein Thioredoxin Reductase 1 (TrxR1): qHTS. Thioredoxin reductase 1, cytoplasmic (Rattus norvegicus), O89049. hit rate 1% among 390,000. AID 588453, 2011. Potency, µM (highest dose often 114 µM), for the others: at the top dose activity change, negative = inhibition, hits mostly inhibitors. recombinant rTrxR1, NADPH fluorescence consumption, selenite substrate; note: potency is the fitted concentration of half-maximal effect; % is set by controls: 0 for no effect and ±100 for the full control effect; nearly all actives have a fitted effect of over 65% in size
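Rat TrxR1 (90 nM in the dispensed reagent) was pre-reduced with 400 uM NADPH for 5 min at room temperature, then incubated with compound for 15 min. After 400 uM selenite was added, NADPH fluorescence (Ex 340/Em 450 nm) was followed for 8 min.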
Pin1 inh – qHTS Assay to Find Inhibitors of Pin1 | AID 504891, 2011 | Potency, µM (doses to about 115 µM), for the others: at the top dose activity, negative = inhibition, most hits filed as inhibitors | Pin1 FP peptide displacement, HiFluor488, 10 min | hit rate 0.009% among 390,000 | Peptidyl-prolyl cis-trans isomerase NIMA-interacting 1 (Homo sapiens), Q13526; active = well fitted inhibition curve with a large enough effect in the polarisation, with a control signal flat, not every such curve was filed as active; inconclusive = small, poorly fitted or top-dose-only effect, or effect the other way, or a change in a side signal; inactive = no such curve, though single readings can be large or run the other way; the % refers to the polarisation; note: potency is the fitted concentration of half-maximal effect; % is set by controls: 0 for no effect and ±100 for the full control effect
Numbers without * were called inactive; i = inactive; u = inconclusive; x = not tested or not shown; & = joins results of further samples; [ ] = dose if it differs, or a comment. Unless noted, calls come from the whole dose curve; as a rule, active = well fitted curve in the direction sought with a large enough effect; inconclusive = small, poorly fitted or top-dose-only effect, or another doubt; inactive = no such curve, though single readings can be large; an effect the other way counts as inactive or inconclusive.

SMILES	PGK inhibitor	GLS inh	USP1-UAF1 inh	TrxR1 substrate	HP1b chromo inh	PI4K2A inh	mIDH1 inhibitor	rTrxR1 inhibitor	Pin1 inh
CC(=NCc1ccc2c(c1)OCO2)C1=C(O)c2ccccc2C1=O	x	-1%	-6%	-6%	31%	-18	1%	-14%	-3%
Cc1ccc(C(=O)NN2C(=O)C3C4C=CC(C4)[C@@H]3C2=O)cc1 (some centres undefined)	i	-5%	-14%	2%	31%[activator]	2	14%	37%[activator]	1%
OC(CNC1Cc2ccccc2C1)COc1ccc(Cl)cc1 (centres undefined)	2%	-4%	-16%	5%	30%	-4	-1%	10%	-3%
COc1ccc(CCNC(=O)CSc2nnc(-c3ccc(F)cc3)c3ccccc23)cc1OC	-4%	8%	2%	-7%	u	0	-3%	-1%	1%
COc1nc(-c2ccc(C)cc2)ccc1-c1noc(-c2ccc(C(C)(C)C)cc2)n1	-5%	-2%	-2%	7%	33%	1	-6%	1%	-5%
COc1ccc(N2CC(NC(=O)c3c(F)cccc3Cl)CC2=O)cc1OC (centres undefined)	-4%	-2%	-15%	8%[57.1 µM]	9%	-1	25%	21%[57.1 µM]	-7%
Cc1cccc(N2CCn3c2nc2c3c(=O)n(C/C=C/c3ccccc3)c(=O)n2C)c1	-4%	-3%	-13%	4%[11.4 µM]	13%	1	-14%	16%	1%
Cc1ccc(NC(=O)C2CC(=O)N(Cc3ccccc3)C2)cc1S(=O)(=O)N1CCCCCC1 (centres undefined)	-6%	-3%	-11%	-21%	30%	-3	-1%	-16%	4%
COCCCNCCCCOc1cccc(Br)c1	2%	-4%	-16%	1%	-13%	3	4%	-1%	-2%
CC[C@H]1c2[nH]c3ccc(C(C)C)cc3c2[C@@H]2CCN3C(=O)CCC[C@H]1[C@H]23	-5%	-2%	u	-4%&-15%	-4%	3	10%	8%&-27%	-23%
CCOC(=O)Cc1csc(NC(=O)C(NC(=O)C2CCC(C)CC2)C(C)C)n1 (centres undefined)	x	-2%	-26%	-2%	49%[activator]	-2	-7%	8%	1%
CCN(CC)CCCNC(=O)C1CCCN(c2nnc(N3CCCC3=O)s2)C1 (centres undefined)	0%	2%	0%	-5%	12%	-3	-5%	-12%	2%
COc1ccc(C2c3[nH]c4ccccc4c3CCN2C(=O)c2ccccc2C(C)=O)c(F)c1 (centres undefined)	0%	0%	-25%	-1%	2%	-5	1%	18%	17%
CCOc1ccc(CCNC(=O)c2cc3cccc4c3n2CCS4)cc1	i	-4%	-31%	27%	23%	-1	-7%	43%[activator]	33%[activator]
CCOC(=O)c1scc(-c2ccc(C)cc2)c1S(=O)(=O)N1CCN(c2ccccc2F)CC1	-4%	-6%	-10%	-6%[57.1 µM]	26%	-1	-9%	9%[57.1 µM]	5%
Cc1cccc(C)c1NC(=O)C1CCCN1S(=O)(=O)c1cccc2nsnc12 (centres undefined)	-5%	-7%	-11%	-6%	38%[activator]	1	39%[activator]	2%	10%
Cc1ccc(CNS(=O)(=O)c2ccc(Cl)s2)cc1	6%	6%	-7%	x	x	1	-2%	x	x
Oc1ccc(-c2cn3c(n2)SCC3)cc1	-7%	9%	7%	-11%	1%	-7	18%	0%	-5%
Cc1csc(NC(=O)C2CCN(S(=O)(=O)c3ccccc3F)CC2)n1	-7%	-4%	-7%	-14%[57.1 µM]	31%	1	3%	29%[57.1 µM]	8%
CC(C)C(=O)N1CCC2(CC1)Oc1ccc(F)cc1C(=O)C21CC(c2ccccc2)=NO1 (centres undefined)	0%	1%	-1%	4%[57.1 µM]	21%	1	1%	7%[57.1 µM]	u
Cc1noc(C)c1COc1ccc(C(=O)OCC(N)=O)cc1	0%	0%	-9%	8%[57.1 µM]	34%	1	3%	23%[57.1 µM]	-6%
FC(F)Sc1nc(-c2ccccc2)c(-c2ccccc2)n1C(F)F	-4%	4%	-14%	-8%	u	2	-3%	7%	0%
C#CCOCCOCCOCCNc1nc(N2CCN(C(=O)[C@H](CCCCN)n3cc(CCCC)nn3)CC2)nc(N2CCN(C(=O)[C@H](CCCCN)n3cc(CCCC)nn3)CC2)n1	4%	4%	12%	14%[57.1 µM]	-7%	-10	-17%	12%[57.1 µM]	-6%
O=C(O)c1ccc(COc2ccc([N+](=O)[O-])cc2Cl)cc1	-6%	7%	-22%	x	x	-7	0%	x	x
COc1cc(C(=O)Nc2ccc(-c3nc4ccccc4o3)c(O)c2)cc(OC)c1OC	0%	-2%	10%	-4%	42%[activator]	-2	-23%	4%	1%
COc1cccc(C(=O)Nc2c3c(nc4c2CCC4)CCCC3)c1	0%	2%	-3%	3%	32%	2	5%	4%	0%
CCOc1ccc(NC(=O)C2(c3cccs3)CCOCC2)cc1	i	-5%	-16%	-6%[57.1 µM]	-8%	3	-10%	8%[57.1 µM]	-9%
CCOc1ccc(C(=O)N(CN2CCCC2=O)c2ccc(C)cc2)cc1	i	2%	7%	3%	15%	6	11%	19%	-2%
CCN1CCCC(Sc2nc3c([nH]2)c(=S)n(C)c(=O)n3C)C1 (centres undefined)	0%	8%	-23%	-4%	25%	-15	0%	1%[57.1 µM]	-2%
COc1ccc(S(=O)(=O)NCCC(C)C)cc1OC	x	9%	-2%	7%	12%	0	0%	26%	-3%
Cc1ccccc1OCCC(=O)OCC(=O)Nc1ccc(C)c(S(=O)(=O)N2CCCCC2)c1	i	-5%	-31%	x	x	-2	8%	x	x
O=C(Nc1ccc(Cl)c(Cl)c1)O/N=C/c1ccncc1	-2%	5%	-18%	1%	16%	0	-3%	8%	6%
COc1ccc(NC(=O)CSc2nnc(-c3cccnc3)o2)cc1	-3%	5%	-1%	6%[57.1 µM]	24%	0	15%	9%	-5%
Cc1ccccc1C(=O)NC(=S)N(CCO)Cc1ccccc1	-7%	71%[activator]	-7%	5%[57.1 µM]	12%	-4	6%	12%[57.1 µM]	1%
CCOC(=O)COc1ccc([N+](=O)[O-])cc1-c1ccnc2cc(-c3ccc(Cl)cc3)nn12	-10%	3%	-21%	-1%	8%	-1	-5%	12%	44%[activator]
Cc1ccc(S(=O)(=O)N(CC(=O)Nc2cccc([N+](=O)[O-])c2)C(=O)N2CCN(C)CC2)cc1	-3%	5%	-4%	6%	5%	-2	2%	11%	-12%
CC(C)OC(=O)CSc1nnc(-c2ccncc2)n1N	i	0%	3%	-3%	17%	-9	7%	4%	-6%
O=c1c(-c2nnc(SCc3ccc(Cl)cc3)o2)cccn1Cc1ccccc1	-4%	-11%	-18%	344%[activator][57.1 µM]	75%	5	4%	155%[activator][57.1 µM]	1%
CCCN1CCN(c2ncnc3sc(C(=O)Nc4c(C)cc(C)cc4C)c(C)c23)CC1	i	4%	-27%	-7%[57.1 µM]	34%	3	14%	-4%[57.1 µM]	-3%
Cc1ccc(S(=O)(=O)NCCC(=O)OCc2ccc([N+](=O)[O-])cc2)cc1C	8%	21%	-8%	-10%	-2%	4	6%	-12%	-11%

Quoted from the listing.
Cc1ccccc1C(=O)NC(=S)N(CCO)Cc1ccccc1 @ GLS inh: 71%[activator]
O=C(Nc1ccc(Cl)c(Cl)c1)O/N=C/c1ccncc1 @ HP1b chromo inh: 16%

Next section.
SMILES	PGK inhibitor	GLS inh	USP1-UAF1 inh	TrxR1 substrate	HP1b chromo inh	PI4K2A inh	mIDH1 inhibitor	rTrxR1 inhibitor	Pin1 inh
Cc1nc(Nc2nc(-c3ccccc3)cc(=O)[nH]2)nc2ccccc12	-4%	2%	-9%	-6%[57.1 µM]	33%	-3	-2%	6%	30%
CCCCOc1ccc(/C=C(\C#N)C(=O)NC2CC2)cc1	-4%	8%	-3%	4%[57.1 µM]	16%	4	4%	23%[57.1 µM]	-5%
O=[N+]([O-])c1ccc(NS(=O)(=O)c2ccccc2)c(Cl)c1	-7%	36%[activator]	-16%	-4%[57.1 µM]	13%[57 µM]	0	5%	6%[2.29 µM]	3%
CC(C)C(OC(=O)CCCC(=O)Nc1nccs1)C(=O)NC1CCCCC1 (centres undefined)	i	1%	-14%	-2%	35%	-4	14%	9%[57.1 µM]	-5%
CCCCN(C(=O)C1CCCC1)c1c(N)n(Cc2ccccc2)c(=O)[nH]c1=O	-2%	-16%	-3%	-2%	25%	4	-1%	16%	-8%
COc1ccc(C(=O)N2CCCCC2C(=O)Nc2ccc(-n3nc(C)cc3C)cc2)o1 (centres undefined)	3%	-25%	u	-1%	-3%	0	6%	-21%	1%

The list is partial; count on the stated rates, not on these rows.
